Assay outcomes (PubChem)
TRPM1 prom inh: reduces MITF-dependent TRPM1 promoter luciferase signal | SK-MEL-5 TRPM1 promoter luciferase, 24 h | actives 0.83% (n = 330,000) | inhibition, % at 12.5 µM;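 active means mean inhibition across replicates of 60% or more, whatever share of single replicates reaches that level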; further: values of inactives mirror those of a sister screen read the other way
Vif inh: inhibitors of HIV Vif. HEK293T cells, Vif self-association by quenched fluorescence, imaging, 24 h. inhibition, % at 7.49 µM. actives 0.35% (n = 340,000); in the data active means inhibition above about 50%, passing the limit was not always enough; further: some results filed as inactive read as strong as hits
PDI inh: inhibitors of human protein disulfide isomerase; P07237; PDI insulin aggregation turbidity, A650, 90 min; inhibition, % at 10 µM; actives 0.052% (n = 350,000);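 active means mean inhibition across replicates of 30% or more, whatever share of single replicates reach that level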;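 further: absorbance from insulin aggregation driven by PDI reduction with DTT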
Target sequence (P07237 whole entry, looked up): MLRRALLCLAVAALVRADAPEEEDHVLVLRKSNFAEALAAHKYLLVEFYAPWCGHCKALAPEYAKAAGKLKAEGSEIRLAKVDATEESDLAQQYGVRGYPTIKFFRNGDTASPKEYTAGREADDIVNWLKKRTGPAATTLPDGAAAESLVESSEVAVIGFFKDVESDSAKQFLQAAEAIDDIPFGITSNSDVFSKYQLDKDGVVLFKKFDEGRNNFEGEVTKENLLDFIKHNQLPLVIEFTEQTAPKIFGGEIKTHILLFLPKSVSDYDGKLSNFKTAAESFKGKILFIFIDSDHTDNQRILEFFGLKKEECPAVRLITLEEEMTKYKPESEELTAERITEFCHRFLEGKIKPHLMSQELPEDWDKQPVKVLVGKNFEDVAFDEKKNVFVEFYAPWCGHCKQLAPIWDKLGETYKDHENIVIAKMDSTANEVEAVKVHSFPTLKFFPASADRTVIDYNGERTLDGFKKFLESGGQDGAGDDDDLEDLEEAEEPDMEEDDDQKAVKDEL
HIF-2a block: blocks HIF-2a reporter activity. 786-0 RCC cells HIF-2a reporter, luciferase luminescence, overnight. inhibition, % at 18.8 µM. actives 0.72% (n = 360,000). AID 624352;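 active means inhibition of the luminescence signal of 40% or more relative to plate controls, in a single-dose primary screen at 18.75 µM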
Shn3 3UTR inh: reduces Shn3 3'UTR luciferase signal in osteoblasts; Clone20 osteoblast Shn3 3'UTR firefly luciferase, 24 h; inhibition, % at 12.5 µM; actives 0.52% (n = 360,000);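 active means mean inhibition of at least 75% with every replicate also reaching 75%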;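 further: 0% = median of neutral control wells and 100% = pilot-screen positive control compound; some compounds past the cut are filed as inactive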
KKLEB cytotox: reduces viability of KKLEB cystic fibrosis airway cells | activity change (cytotoxicity), % at 5 µM | AID 602141 | actives 0.36% (n = 360,000) | KKLEB CF airway cells viability, ATPlite luminescence, overnight; stronger effect = lower value; cells stimulated with P. aeruginosa culture filtrate;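 active means corrected activity change at or below -50% at 5 µM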
NR2E3 ag-1: activates human NR2E3 receptor; Q9Y5X4; CHO-S Gal4-NCOR/VP16-NR2E3 two-hybrid, luciferase; inhibition of corepressor binding, % at 3.98 µM; actives 0.35% (n = 360,000); AID 602229;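 active means inhibition above the mean of all tested compounds plus 3 SD, cut at about 70% in these data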;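 further: 0% = DMSO with NR2E3 transfected cells and 100% = cells lacking NR2E3 construct; higher means lower luciferase signal from less NR2E3 corepressor binding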
Target sequence (Q9Y5X4 whole entry, looked up, the tested form may be a part): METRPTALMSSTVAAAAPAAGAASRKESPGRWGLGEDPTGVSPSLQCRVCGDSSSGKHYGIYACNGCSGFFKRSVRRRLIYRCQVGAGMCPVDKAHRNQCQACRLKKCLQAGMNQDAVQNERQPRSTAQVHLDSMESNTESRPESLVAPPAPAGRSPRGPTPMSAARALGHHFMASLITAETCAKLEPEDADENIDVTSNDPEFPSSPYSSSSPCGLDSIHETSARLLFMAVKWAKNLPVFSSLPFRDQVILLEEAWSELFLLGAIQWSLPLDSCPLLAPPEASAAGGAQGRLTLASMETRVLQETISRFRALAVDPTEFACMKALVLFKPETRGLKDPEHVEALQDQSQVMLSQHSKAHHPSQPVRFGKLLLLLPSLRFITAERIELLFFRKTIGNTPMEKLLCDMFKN
CF NFkB inh: inhibitors of cystic fibrosis induced NF-kB | KKLEB NF-kB-GFP reporter, PAF-induced, GFP fluorescence overnight | inhibition, % at 5 µM | actives 0.86% (n = 360,000);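 active means at least 50% inhibition at 5 µM, scaled per plate between neutral and stimulator controls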;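 further: PAF is a Pseudomonas aeruginosa culture filtrate used as stimulus; plate controls were PAF-stimulated DMSO wells for no effect and unstimulated DMSO wells for full effect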
CaV13 ICDI inh: Primary screen for inhibitors of IQ motif and Ca2+-dependent inactivation inhibitor domain binding in CACNA1D, Förster resonance energy transfer in living cells, …; HEK cells, CFP/YFP FRET ICDI-IQ, plate reader, 10 min; percent FRET-ratio fall versus neutral wells; actives 0.098% (n = 340,000); inhibition, % at 12.3 µM; AID 743397;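 active means mean replicate inhibition of at least 30% and at least 1% of replicates passing that level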;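 further: 0% = median of the neutral control wells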
Peg3 prom inh: inhibitors of Peg3 promoter; inhibition, % at 20 µM; actives 1.7% (n = 360,000); AID 588405; HeLa PEG-Prom luciferase reporter, luminescence, overnight;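 active means inhibition of at least 50% at 20 µM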
NR2E3 ag-2: agonists of human nuclear receptor NR2E3; GST-NR2E3/biotin-RetCOR TR-FRET, 1536-well; inhibition of corepressor binding, % at 4.78 µM; actives 0.12% (n = 320,000); AID 2300;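 active means percent inhibition above the cutoff of mean plus 3 SD of all tested compounds, set per screening campaign, cut at about 20% in these data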;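 further: 0% = DMSO wells and 100% = biotin wells as full block of FRET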
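Material: NR2E3–RetCOR corepressor complex / Incubation: Compound–protein incubation for 5 h at 4 °C / Dosing: compound at 4.8 µM, single dose / Detection: time-resolved FRET / Benchmarks: high control biotin, low control 0.6% DMSO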
Active calls of the source: *.

O=C(CSc1nnc(-c2cccs2)n1-c1ccccc1)Nc1ccccc1 was read as TRPM1 prom inh 14, Vif inh 20, PDI inh -1, HIF-2a block 24, Shn3 3UTR inh 8, KKLEB cytotox -14, NR2E3 ag-1 -2, CF NFkB inh 19, Peg3 prom inh -5 and NR2E3 ag-2 -97.
Screening S=C(Nc1cccnc1)N1CCc2ccccc21 returned TRPM1 prom inh -1, Vif inh 3, PDI inh 12, HIF-2a block -47, Shn3 3UTR inh 4, KKLEB cytotox -8, NR2E3 ag-1 34, CF NFkB inh 10, CaV13 ICDI inh -4, Peg3 prom inh -20 and NR2E3 ag-2 3.
Cc1cccc(C(=O)N2CCCN(C(=O)c3cccc(C)c3)CC2)c1 was read as TRPM1 prom inh -4, PDI inh -4, HIF-2a block 13, Shn3 3UTR inh 13, KKLEB cytotox 7, NR2E3 ag-1 -6, CF NFkB inh -5, Peg3 prom inh 4 and NR2E3 ag-2 -2.
For O=C(Oc1c(-c2ccccc2)c(=O)n2c3c(cccc13)CC2)c1ccccc1 the results were Vif inh -7, PDI inh -11, HIF-2a block -6, Shn3 3UTR inh -21, KKLEB cytotox 9, NR2E3 ag-1 -18, CF NFkB inh 15, CaV13 ICDI inh -5, Peg3 prom inh 1 and NR2E3 ag-2 1.
Screening CN1CCN(c2ccc(NC(=O)c3cccs3)cc2)CC1 returned TRPM1 prom inh -49, Vif inh 7, PDI inh -5, HIF-2a block -78, Shn3 3UTR inh -83, KKLEB cytotox 0, NR2E3 ag-1 -101, CF NFkB inh 8, CaV13 ICDI inh -4, Peg3 prom inh -149 and NR2E3 ag-2 -2.
Screening Cc1cccc(OCc2nnc(SCC(=O)N3CCCC3)n2C)c1 returned TRPM1 prom inh -4, Vif inh -1, PDI inh -2, HIF-2a block 6, Shn3 3UTR inh -9, KKLEB cytotox 10, NR2E3 ag-1 3, CF NFkB inh 3, CaV13 ICDI inh -6, Peg3 prom inh 1 and NR2E3 ag-2 -2.
Screening Cc1ccc(SCCC(=O)NC(C)C)cc1 returned TRPM1 prom inh -1, Vif inh -10, PDI inh -1, HIF-2a block -17, Shn3 3UTR inh -3, KKLEB cytotox 2, NR2E3 ag-1 -20, CF NFkB inh -7, CaV13 ICDI inh -4, Peg3 prom inh -13 and NR2E3 ag-2 -2.
CCCc1cc(=O)oc2cc(O[C@@H]3O[C@H](CO)[C@@H](O)[C@H](O)[C@H]3O)ccc12 was read as TRPM1 prom inh -1, Vif inh 11, PDI inh 5, HIF-2a block 6, Shn3 3UTR inh 13, KKLEB cytotox 4, NR2E3 ag-1 -4, CF NFkB inh 26, CaV13 ICDI inh -3, Peg3 prom inh 10 and NR2E3 ag-2 0.
COc1ccccc1Nc1nc(NCc2ccco2)nc(N)c1[N+](=O)[O-] was read as Vif inh -4, PDI inh 9, HIF-2a block 18, Shn3 3UTR inh -2, KKLEB cytotox 2, NR2E3 ag-1 25, CF NFkB inh 3, CaV13 ICDI inh -3, Peg3 prom inh 25 and NR2E3 ag-2 1.
Screening O=C(CSc1nc2[nH]ncc2c(=O)[nH]1)Nc1ccccc1F returned TRPM1 prom inh 3, Vif inh -10, PDI inh -5, HIF-2a block 6, Shn3 3UTR inh -19, KKLEB cytotox 12, NR2E3 ag-1 -30, CF NFkB inh -29, CaV13 ICDI inh -5, Peg3 prom inh -3 and NR2E3 ag-2 -3.
`CCN1C(=NCc2ccc(OC)cc2)N[C@@H](c2ccccc2)[C@H](C(=O)OC)[C@H]1C` gave TRPM1 prom inh 12, Vif inh -2, PDI inh 0, HIF-2a block 4, Shn3 3UTR inh 13, KKLEB cytotox -20, NR2E3 ag-1 -12, CF NFkB inh 15, CaV13 ICDI inh -16 and Peg3 prom inh 8.
For NC(=S)N/N=C/c1ccccc1 the results were TRPM1 prom inh 8, Vif inh 13, PDI inh -12, HIF-2a block 13, Shn3 3UTR inh 6, KKLEB cytotox -5, NR2E3 ag-1 -23, CF NFkB inh 11, CaV13 ICDI inh -4, Peg3 prom inh -3 and NR2E3 ag-2 -3.
Screening Cc1cccc(N2CCN(C(=O)Cn3cccc3)CC2)c1C returned TRPM1 prom inh -8, Vif inh -3, HIF-2a block 8, Shn3 3UTR inh 16, KKLEB cytotox 1, NR2E3 ag-1 -4, CF NFkB inh 1, CaV13 ICDI inh -4, Peg3 prom inh 9 and NR2E3 ag-2 2.
`COc1cc(NS(=O)(=O)c2ccc(NC(=S)NC(=O)c3sc4cc(F)ccc4c3Cl)cc2)nc(OC)n1` gave TRPM1 prom inh -6, Vif inh 2, PDI inh -4, HIF-2a block -19, Shn3 3UTR inh 17, KKLEB cytotox -8, NR2E3 ag-1 -17, CF NFkB inh 28, CaV13 ICDI inh -4, Peg3 prom inh 1 and NR2E3 ag-2 6.
Screening CC1Cc2cc(/C=C3/SC(N4CCC(C(N)=O)CC4)=NC3=O)ccc2O1 (configuration not stated) returned TRPM1 prom inh 4, Vif inh 21, PDI inh -1, HIF-2a block 6, Shn3 3UTR inh 1, KKLEB cytotox 6, NR2E3 ag-1 -12, CF NFkB inh 4, CaV13 ICDI inh -4, Peg3 prom inh 26 and NR2E3 ag-2 -3.
For O=C(NCc1ccc(F)cc1)c1cc(C2CCCCN2C(=O)c2ccc3c(c2)CCO3)on1 (configuration not stated) the results were Vif inh 1, PDI inh -4, HIF-2a block 16, Shn3 3UTR inh -2, KKLEB cytotox 5, NR2E3 ag-1 -18, CF NFkB inh -15, CaV13 ICDI inh -5 and Peg3 prom inh 4.
`COCCOC(=O)C1=C(C)NC(=O)NC1c1cn(-c2ccccc2)nc1-c1cccs1` (configuration not stated) gave TRPM1 prom inh -15, Vif inh -4, PDI inh -14, HIF-2a block -6, Shn3 3UTR inh -3, KKLEB cytotox 11, NR2E3 ag-1 0, CF NFkB inh 11, Peg3 prom inh 0 and NR2E3 ag-2 5.
Screening CCCCC#Cc1cncc(C(=O)NN)c1 returned TRPM1 prom inh -1, Vif inh -7, PDI inh -4, HIF-2a block 19, Shn3 3UTR inh -5, KKLEB cytotox -6, NR2E3 ag-1 -24, CF NFkB inh 0, CaV13 ICDI inh -5, Peg3 prom inh 10 and NR2E3 ag-2 2.
`CN(C(=O)COC(=O)c1cc2c(s1)CCCCC2)c1ccccc1` gave TRPM1 prom inh -11, Vif inh -10, PDI inh 4, HIF-2a block -37, Shn3 3UTR inh 14, KKLEB cytotox -1, NR2E3 ag-1 -6, CF NFkB inh -26, CaV13 ICDI inh -9, Peg3 prom inh -24 and NR2E3 ag-2 7.
O=[N+]([O-])c1ccc(-n2cnc3ccccc32)c([N+](=O)[O-])c1 was read as TRPM1 prom inh 17, Vif inh 18, PDI inh 3, HIF-2a block 8, Shn3 3UTR inh -12, KKLEB cytotox -4, NR2E3 ag-1 -16, CF NFkB inh 4, CaV13 ICDI inh -4, Peg3 prom inh 3 and NR2E3 ag-2 -1.
CC1Cc2cccc3c(O)c(C(=O)c4nn[nH]n4)c(=O)n1c23 (configuration not stated) was read as TRPM1 prom inh 4, PDI inh 1, HIF-2a block 11, Shn3 3UTR inh 8, KKLEB cytotox 2, NR2E3 ag-1 0, CF NFkB inh 0, CaV13 ICDI inh -3, Peg3 prom inh 0 and NR2E3 ag-2 1.
For Cc1ccc2nc(C(C)(C)C)c(Cc3ccsc3)n2c1 the results were HIF-2a block -27, Shn3 3UTR inh -2, KKLEB cytotox -13, NR2E3 ag-1 2, CF NFkB inh -2, CaV13 ICDI inh -5 and Peg3 prom inh -20.
`O=C(CCc1ccccc1)N=C1SC2CS(=O)(=O)CC2N1c1cccc(F)c1` (configuration not stated) gave TRPM1 prom inh -15, Vif inh -3, PDI inh -4, HIF-2a block -32, Shn3 3UTR inh -1, KKLEB cytotox -2, NR2E3 ag-1 -14, CF NFkB inh 14, CaV13 ICDI inh -3, Peg3 prom inh -24 and NR2E3 ag-2 -1.
For O=S(=O)(NCc1ccccc1)c1cnc[nH]1 the results were TRPM1 prom inh -8, Vif inh 0, PDI inh 3, HIF-2a block 20, Shn3 3UTR inh -11, KKLEB cytotox -2, NR2E3 ag-1 -16, CF NFkB inh 10, CaV13 ICDI inh -2, Peg3 prom inh 8 and NR2E3 ag-2 -2.

Four successive compounds out of the list so far, for reference:
`CN(C(=O)COC(=O)c1cc2c(s1)CCCCC2)c1ccccc1` gave TRPM1 prom inh -11, Vif inh -10, PDI inh 4, HIF-2a block -37, Shn3 3UTR inh 14, KKLEB cytotox -1, NR2E3 ag-1 -6, CF NFkB inh -26, CaV13 ICDI inh -9, Peg3 prom inh -24 and NR2E3 ag-2 7.
O=[N+]([O-])c1ccc(-n2cnc3ccccc32)c([N+](=O)[O-])c1 was read as TRPM1 prom inh 17, Vif inh 18, PDI inh 3, HIF-2a block 8, Shn3 3UTR inh -12, KKLEB cytotox -4, NR2E3 ag-1 -16, CF NFkB inh 4, CaV13 ICDI inh -4, Peg3 prom inh 3 and NR2E3 ag-2 -1.
CC1Cc2cccc3c(O)c(C(=O)c4nn[nH]n4)c(=O)n1c23 (configuration not stated) was read as TRPM1 prom inh 4, PDI inh 1, HIF-2a block 11, Shn3 3UTR inh 8, KKLEB cytotox 2, NR2E3 ag-1 0, CF NFkB inh 0, CaV13 ICDI inh -3, Peg3 prom inh 0 and NR2E3 ag-2 1.
For Cc1ccc2nc(C(C)(C)C)c(Cc3ccsc3)n2c1 the results were HIF-2a block -27, Shn3 3UTR inh -2, KKLEB cytotox -13, NR2E3 ag-1 2, CF NFkB inh -2, CaV13 ICDI inh -5 and Peg3 prom inh -20.

Following part:
Oc1ccccc1C1=NOC(O)(C(F)F)C1 (configuration not stated) was read as TRPM1 prom inh -15, Vif inh 40, PDI inh 6, HIF-2a block 12, Shn3 3UTR inh -11, KKLEB cytotox 4, NR2E3 ag-1 -23, CF NFkB inh 5, CaV13 ICDI inh -5, Peg3 prom inh -8 and NR2E3 ag-2 -1.
`Nc1c(Cl)ncnc1NCCO` gave TRPM1 prom inh 4, Vif inh 15, PDI inh -5, HIF-2a block 0, Shn3 3UTR inh 25, KKLEB cytotox 17, NR2E3 ag-1 2, CF NFkB inh -14, CaV13 ICDI inh -6, Peg3 prom inh -6 and NR2E3 ag-2 -1.
Screening C/C(=N\NC(=O)c1c(Cl)c(C)nn1C)c1cccc(NC(=O)C2CCCC2)c1 returned TRPM1 prom inh -5, Vif inh -8, PDI inh -3, HIF-2a block -21, Shn3 3UTR inh -2, KKLEB cytotox 4, NR2E3 ag-1 -5, CF NFkB inh -15, CaV13 ICDI inh -6, Peg3 prom inh -28 and NR2E3 ag-2 0.
`COc1ccc(-n2c(SCC(=O)C(C)(C)C)nc3ccsc3c2=O)cc1` gave TRPM1 prom inh -2, Vif inh 8, PDI inh -4, HIF-2a block 22, Shn3 3UTR inh 6, KKLEB cytotox -15, NR2E3 ag-1 0, CF NFkB inh -6, CaV13 ICDI inh -3, Peg3 prom inh 18 and NR2E3 ag-2 -1.
